KCNH2 3.1 block: blocks the human KCNH2 3.1 channel isoform; U2OS KCNH2 3.1, thallium flux FluxOr; hits give low values; AID 720553; activity change, % (tested at about 1.8 µM); hit rate 0.95% among 340,000;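 active = maximum activity change below -70%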;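 note: thallium influx rate constant from kinetic fluorescence after stimulation buffer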
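Kinetic fluorescence (2 min after stimulation buffer) measures Tl+ influx through KCNH2 3.1 expressed by viral transduction in U2OS cells; the rate constant is normalized against DMSO controls serving as positive and negative references.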
* = called active by the depositor. % is set by controls: 0 for no effect and ±100 for the full control effect. Some of the compounds tested, so the mix of outcomes need not match the whole.

SMILES | KCNH2 3.1 block
Clc1cccc(CN2CCC3CC2c2cc(N4CCCCC4)ccc23)c1 (configuration not stated) | -4
COC(=O)c1oc2ccc(Br)cc2c1NC(=O)CN1CCN(C)CC1 | -21
O=C(CN1CCC(NC(=O)C2CCCCC2)CC1)Nc1ccccc1 | 15
COc1ncnc(-c2ccccc2)c1-c1ccccc1 | -16
COc1ccc(Nc2ccc3ccccc3c2)cc1 | 0
COCCCN1C(=O)C(CC(=O)NC(c2ccccc2)c2ccccc2)CC(C(=O)N2CCOCC2)=C1C (configuration not stated) | 22
C=Cn1ccnc1CC(O)c1ccc(OC)cc1 (configuration not stated) | -3
COc1ccc(-c2csc(NC(=O)CCNC(=O)c3ccco3)n2)cc1 | -9
Clc1ccc(C2=CSC3=NCCN23)c(Cl)c1 | 0
CC1=C(C(=O)N(C)C)CC(CC(=O)NCc2ccco2)C(=O)N1Cc1ccccc1 (configuration not stated) | -6
C[C@@H]1CC[C@H](Cc2ccc(-n3cccc3)cc2)N1C(=O)OC(C)(C)C | -7
Cc1ccc(S(=O)(=O)N2C[C@]3(O)C[C@@H]4C(=O)N(c5ccccc5)C(=O)[C@@H]4C[C@]3(OC(=O)NCc3ccccc3)C2)cc1 | 4
O=C(NCCN1CCOCC1)c1ccc2c(c1)N(Cc1cccc(Cl)c1)C(=O)c1ccccc1S2(=O)=O | 17
C=C1CC(COc2ccc3c(C)c(Cl)c(=O)oc3c2)(c2ccccc2)OC1=O (configuration not stated) | -7
CNC(=O)c1ccc(CN(C)C(=O)c2cccc(S(=O)(=O)N3CCc4ccccc4C3)c2)cc1 | 9
Cc1nc(Cc2nnc(SC(C)C(=O)Nc3ccccc3)o2)cs1 (configuration not stated) | -8
COc1ccc(CNC(=O)O[C@H]2CN(C(=O)OC(C)C)N(C(=O)OC(C)C)[C@@H]3CN(S(=O)(=O)c4ccc(C)cc4)C[C@]23O)cc1OC | -1
CCCCCCC1CC(=CN(C)C)C(=O)O1 (configuration not stated) | -1
Cc1c(Cl)cccc1NC(=S)NC(=O)c1ccccc1 | 8
CC(=O)Nc1ccc(C(=O)CSc2nnc(-c3ccccc3F)n2CCc2ccccc2)cc1 | -4
CN(NS(=O)(=O)c1ccccc1)C(=O)c1ccccc1 | 4
C[C@@H]1CCCCO[C@H](CN(C)C(=O)C2CCCCC2)[C@@H](C)CN([C@H](C)CO)C(=O)c2cc(N(C)C)ccc2O1 | -10
CC(NC(=O)COC(=O)Cc1cccs1)c1ccc(F)cc1 (configuration not stated) | -9
CC1(C)CC(=O)C=C(c2n[nH]nc2C2CCCCC2)C1 | 8
Clc1ccccc1N1CCN(Cc2ccc(Br)o2)CC1 | -4
N#Cc1ccc(C(S(=O)(=O)Cc2ccccc2)S(=O)(=O)Cc2ccccc2)cc1 | 0
COCC(C)n1c(SCC(=O)NC2CCCCC2)nc2ccccc2c1=O (configuration not stated) | 0
COc1ccc([C@H]2C[C@H](O)[C@@H](n3cc(-c4ccc(F)cc4)nn3)CN2Cc2cccs2)cc1 | -22
CCOCCCn1c(SCC(=O)NC2CCCCC2)nc2ccccc2c1=O | -3
CC1CCCC(O)(C(C(=O)O)c2ccccc2)C1 (configuration not stated) | 31
Cc1nc2ccccn2c(=O)c1NC(=O)c1ccc2c(c1)OCO2 | 4
Cc1ccc(C)c(S(=O)(=O)N2CCN(C(=O)CNC(=O)c3sc4ccccc4c3Cl)CC2)c1 | -16
CCn1c(C)cc(C(=O)CSc2nnc(C3CC3)n2C2CC2)c1C | 13
COc1ccc(NC(=O)CSc2nnnn2C2CCCC2)cc1S(=O)(=O)N1CCOCC1 | 1
COc1ccc(CN2C(=O)C(CC(=O)NCC3CCCCC3)CC(C(=O)N(C(C)C)C(C)C)=C2C)cc1 (configuration not stated) | -5
CCOc1ccc2c(c1)sc1nc(C(=O)OC)cc(=O)n12 | -2
COc1ccc(C(=O)N2[C@@H](C(C)C)COc3cc(Br)ccc3S2(=O)=O)cc1 | -21
Cc1ccc(S(=O)(=O)N(C)C[C@H]2Oc3cc(C#Cc4ccccc4)ccc3S(=O)(=O)N([C@H](C)CO)C[C@@H]2C)cc1 | 7
CC(=O)Nc1ccc2c(c1Br)Cc1ccccc1-2 | 5
CC(O)C(NS(=O)(=O)c1ccc(Cl)cc1)C(=O)OCC(=O)c1ccc2c(c1)NC(=O)CO2 (configuration not stated) | -5
COc1ccc([C@H]2C[C@H](O)[C@@H](n3cc(-c4ccc(F)cc4)nn3)CN2CC2CCCCC2)cc1 | -17
NC(=O)C1CC(=O)N(c2ccc(OCC(=O)N3CCCC3)cc2)C1 (configuration not stated) | 30
Cc1nc2ccccn2c(=O)c1NC(=O)COc1ccccc1 | -3
O=C1CCCCc2cc(O)c(O)cc21 | -6
CCOC(=O)C(C#N)C(=N)C1C(=O)OC2CCCCC21 (configuration not stated) | 17
N#CC(OC(=O)c1ccccc1)c1ccccc1 (configuration not stated) | -4
O=C(O)CCn1c(SCCc2ccccc2)nc2ccccc21 | 5
COc1ccc(C2CC(c3cccc([N+](=O)[O-])c3)=NN2/C(C)=C/C(C)=O)cc1 (configuration not stated) | -1

Given in CSV form: 2 of the compounds above
SMILES,KCNH2 3.1 block
CCOC(=O)C(C#N)C(=N)C1C(=O)OC2CCCCC21 (configuration not stated),17
N#CC(OC(=O)c1ccccc1)c1ccccc1 (configuration not stated),-4

Later entries
SMILES | KCNH2 3.1 block
O=C1CC(=Nc2ccc([N+](=O)[O-])cc2)NN1c1c(Cl)cc(Cl)cc1Cl | -6
Brc1ccc(-c2noc(CCc3ccccc3)n2)cc1 | 1
O=C1c2nccnc2C(=O)N1Cc1ccccc1 | -14
Cc1cccc(C(=O)NCC(=O)NC2CCN(Cc3ccccc3)CC2)c1 | 9
Nc1ccn([C@@H]2O[C@H](CNC(=O)[C@@H](Cc3cccnc3)NC=O)[C@@H](O)[C@H]2O)c(=O)n1 | 6
CC(C)[C@H](NC(=O)OCc1ccccc1)C(=O)OCC(=O)N1CCCCC1 | -16
COc1ccc(NC(=O)N(C)C[C@H]2Oc3ncc(C#C[C@@H](C)O)cc3C(=O)N([C@H](C)CO)C[C@H]2C)cc1 | -2
O[C@H]1C[C@H](c2ccccc2)N(CC2CCCCC2)C[C@@H]1n1cc(C2CC2)nn1 | 5
O=C1CCC(C(=O)N2CCN(c3cnccn3)CC2)CN1CCc1ccccc1 (configuration not stated) | 15
Cc1c(Cl)cc(C(C)C)c(O)c1CN1CCOCC1 | -8
COC(=O)CNC(=O)c1ccccc1 | -1
C=CCc1ccc(OCCCNC2CCCC2)c(OC)c1 | -15
COc1ccc(C(CNC(=O)c2ccc(OCc3cscn3)cc2)N2CCCC2)cc1 (configuration not stated) | -4
O=C(NCc1cccc(Br)c1)C1CC(c2ccccc2[N+](=O)[O-])=NO1 (configuration not stated) | 9
COc1ccc(NC(=O)N(C)C[C@H]2OCCCC[C@@H](C)Oc3ccc(NC(=O)c4ccccc4)cc3C(=O)N([C@H](C)CO)C[C@@H]2C)cc1 | -7
O=C(Nc1ccccc1)Nc1ccc(Nc2ccccc2)cc1 | -3
CCN1C(=O)[C@H]2[C@@H](c3ccc(C(F)(F)F)cc3)N[C@]3(CCCN(Cc4cccn4C)C3=O)[C@H]2C1=O | -2
CCc1c(Cl)nc(N)nc1Nc1ccccc1C | -5
CN(C)CC/C=C1/c2cc(F)ccc2Sc2ccc(Cl)cc21 | -3
O=C(Nc1nccs1)c1cnc2sccn2c1=O | -1
CC(OC(=O)/C=C/c1ccco1)C(=O)NC1CCCCC1 (configuration not stated) | -12
O=C(CCc1nc2ccccc2c(=O)[nH]1)N1CCN(S(=O)(=O)c2cc(Cl)ccc2Cl)CC1 | -2
CN1OC[C@@H]2CN(C(=O)c3ccco3)[C@H](c3ccc(-c4ccc(C#N)cc4)cc3)C[C@@H]21 | 3
O=C1C(CO)C(CO)C(CO)C1CO (configuration not stated) | -1
CN1C(=O)N(CC(=O)c2ccc3c(c2)OCO3)C(=O)C12CCCCC2 | -4
O=C1CCCc2c1ccc1ccccc21 | -20
CC(C)NC(=O)N(C)C[C@H]1OCCCC[C@H](C)Oc2ccc(NC(=O)NC3CCCCC3)cc2C(=O)N([C@H](C)CO)C[C@@H]1C | -8
CNC[C@@H]1OCc2ccccc2-c2ccccc2C(=O)N([C@@H](C)CO)C[C@@H]1C | -5
CS(=O)(=O)c1cc(C(=O)O)cc(NCc2ccccc2)c1Oc1ccccc1 | -6
CC(=O)N1CCN(C(=O)CNC(=O)c2ccc(C)s2)CC1 | -9
CC(C(C(=O)N1CCCCC1)N1CCCCC1)N1CCCCC1 (configuration not stated) | 5
O=C(CN1CCN(S(=O)(=O)c2ccc(Br)s2)CC1)N1CCc2ccccc21 | -14
CN(C(=O)c1cccc(NC(=O)Cc2ccc(NC(=O)C3CCCN(C(=O)CCc4ccccc4)C3)cc2)c1)C1CC1 (configuration not stated) | -6
CSCCC(NC(=O)c1ccccc1Cl)C(=O)NCC(c1ccc(F)cc1)N1CCOCC1 (configuration not stated) | 4
CC1(C)CC(NC(=O)c2ccc(F)cc2)CC(C)(C)N1 | 7
O=C(CCC(F)(F)F)N1CCCC(N2CCN(c3cccc(Cl)c3)CC2)C1 (configuration not stated) | 1
CN1OC[C@@H]2CN[C@H](c3cccc(-c4ccc(C#N)cc4)c3)C[C@@H]21 | -16
Cc1cc(Cl)c2oc(C(=O)N3CCN(c4ccncc4)CC3)c(C)c2c1 | 3
CCNC(=O)CC1SC(=Nc2ccc(C)c([N+](=O)[O-])c2)N(C)C1=O (configuration not stated) | 11
CCOc1cc(CN2CCC(N3CCC(C(=O)NC4CC4)CC3)CC2)ccc1O | -33
C[C@@H](C(=O)N=c1sc2ccccc2n1C)N1C(=O)C2CC=CCC2C1=O (some centres not stated) | -1
CC1=C(C(=O)N(C)C)CC(CC(=O)NC2CCCCC2)C(=O)N1Cc1ccccc1 (configuration not stated) | 0
COc1ccccc1NS(=O)(=O)c1ccc(C(=O)NCC(c2ccccc2OC)N2CCCC2)cc1 (configuration not stated) | 12
O=C(O)c1c(-c2ccccc2)cnc2ccccc12 | 1
Cn1cc(S(=O)(=O)NC[C@H]2O[C@@H](n3ccc(=O)[nH]c3=O)[C@H](O)[C@@H]2O)cn1 | 5
CC12CCC(O)CC1=CCC1C2CCC2(C)C3=NN=CC3CC12 (configuration not stated) | 8
C[C@@H](NC(=O)c1[nH]cnc1C(=O)Nc1ccccc1F)c1ccccc1 | -12
Cc1cccc(CN(C)C[C@@H]2OCc3cnnn3CCCC(=O)N([C@@H](C)CO)C[C@H]2C)c1 | -3
O=C(/C=C/NCc1cccnc1)c1ccc(Br)cc1 | -33
COCCCN1C(=O)C(CC(=O)NC(c2ccccc2)c2ccccc2)CC(C(=O)N(C)C)=C1C (configuration not stated) | 0
Cc1noc(C)c1COc1ccc(C(=O)N2CCN(S(=O)(=O)c3ccc(F)cc3)CC2)cc1 | -18
Nc1o[nH]c(=O)c1C1CCCCC1 | -1
O=C(CCc1c[nH]c2ccccc12)OCc1cccc(C(F)(F)F)c1 | -15
C/C(NCCc1ccc(O)cc1)=C1/CCOC1=O | -9
S=C1NC[C@H](Cc2ccccc2)N1CC1CCN(CCCCc2ccccc2)CC1 | -50
Cc1ccc(NC(=O)/C=C/c2ccc(S(=O)(=O)N3CCOCC3)cc2)cc1S(=O)(=O)N(C)C | 2
NC(=S)c1ccc[n+]([O-])c1 | 4
O=C(CCN1CCCCCC1)Nc1ccccc1F | 2
CC(C)(C)c1ccc(OCCCC(=O)Nc2nnc(C3CC3)s2)cc1 | -4
CN(CC(=O)Nc1ccc(F)cc1)C(=O)CN1C(=O)NC(CCc2ccccc2)C1=O (configuration not stated) | 16
(next part)
SMILES | KCNH2 3.1 block
O=C(NCCCN1C(=O)c2ccccc2C1=O)OCc1ccccc1 | 2
Cc1ccc(S(=O)(=O)Cn2nnnc2C(C(C)C)N2CCN(C(=O)c3ccco3)CC2)cc1 (configuration not stated) | 8
COc1ccc(OC)c(N=Nc2c(O)c3ccccc3[nH]c2=O)c1 | -4
O=[N+]([O-])c1cccc(/C=C2\CCc3cnn(C4CCS(=O)(=O)C4)c32)c1 (configuration not stated) | 3
COc1ccc([C@H]2C[C@@H](O)[C@H](n3cc(C4CC4)nn3)CN2Cc2cccs2)cc1 | 2
CSCCC(NC(=O)c1ccccc1Cl)C(=O)N1CCCC(C)C1 (configuration not stated) | 5
CCCCN1C(=O)C(CC(=O)NC(c2ccccc2)c2ccccc2)CC(C(=O)N(CC)CC)=C1C (configuration not stated) | 0

Structural class: the compounds so far with fluorine
SMILES | KCNH2 3.1 block
CC(=O)Nc1ccc(C(=O)CSc2nnc(-c3ccccc3F)n2CCc2ccccc2)cc1 | -4
CC(NC(=O)COC(=O)Cc1cccs1)c1ccc(F)cc1 (configuration not stated) | -9
COc1ccc([C@H]2C[C@H](O)[C@@H](n3cc(-c4ccc(F)cc4)nn3)CN2Cc2cccs2)cc1 | -22
COc1ccc([C@H]2C[C@H](O)[C@@H](n3cc(-c4ccc(F)cc4)nn3)CN2CC2CCCCC2)cc1 | -17
CCN1C(=O)[C@H]2[C@@H](c3ccc(C(F)(F)F)cc3)N[C@]3(CCCN(Cc4cccn4C)C3=O)[C@H]2C1=O | -2
CN(C)CC/C=C1/c2cc(F)ccc2Sc2ccc(Cl)cc21 | -3
CSCCC(NC(=O)c1ccccc1Cl)C(=O)NCC(c1ccc(F)cc1)N1CCOCC1 (configuration not stated) | 4
CC1(C)CC(NC(=O)c2ccc(F)cc2)CC(C)(C)N1 | 7
O=C(CCC(F)(F)F)N1CCCC(N2CCN(c3cccc(Cl)c3)CC2)C1 (configuration not stated) | 1
C[C@@H](NC(=O)c1[nH]cnc1C(=O)Nc1ccccc1F)c1ccccc1 | -12
Cc1noc(C)c1COc1ccc(C(=O)N2CCN(S(=O)(=O)c3ccc(F)cc3)CC2)cc1 | -18
O=C(CCc1c[nH]c2ccccc12)OCc1cccc(C(F)(F)F)c1 | -15
O=C(CCN1CCCCCC1)Nc1ccccc1F | 2
CN(CC(=O)Nc1ccc(F)cc1)C(=O)CN1C(=O)NC(CCc2ccccc2)C1=O (configuration not stated) | 16

Compound activity deposited in PubChem BioAssay by National Center for Advancing Translational Sciences (NCATS).
